CSM14.1 death rescue – rescue of cells from ER stress-induced death, primary screen, 384-well, CSM14.1, thapsigargin, ATP luminescence (AID 1222). CSM14.1 thapsigargin-induced death rescue, ATP luminescence; higher % means a stronger effect. cellular ATP content (survival), % at 20 µM; hits with a dose series show EC50 in µM. 190,000 tested, under 10 active;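 active = EC50 below 50 µM in the dose-response confirmation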;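 note: death triggered by thapsigargin at about 15 µM added after 2 h compound pretreatment; cell ATP read after overnight thapsigargin exposure of roughly 18 to 22 hours; normalized against plate controls of thapsigargin alone and 5% DMSO vehicle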
human PMI inhibition – inhibitors of human PMI, primary screen, biochemical, fluorescence intensity, coupled assay (AID 1209). 190,000 compounds, 0.42% hits. inhibition, % at 20 µM; hits with a dose series show IC50 in µM. purified PMI enzyme, coupled fluorescence intensity; higher % means a stronger effect;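 note: plate controls were DMSO vehicle for no effect and wells lacking substrate for full effect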
PMI inhibition – human PMI inhibitors, high substrate, primary screen, biochemical, fluorescence intensity, high mannose 6-phosphate (AID 1220); 190,000 compounds, 0.66% hits; recombinant PMI enzyme, coupled fluorescence intensity; higher % means a stronger effect; inhibition, % at 20 µM; hits with a dose series show IC50 in µM
UTI89 phage lysis – inhibition of K1F phage lysis, E. coli UTI89, bacterial capsule biogenesis inhibitors, alamar blue (AID 488966); E. coli UTI89 K1F phage lysis, alamar blue, 2 h; higher % means a stronger effect; one-dose inhibition, % at 100 µM; IC50 in µM for titrated hits; 340,000 compounds, 0.02% hits;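 active = phage lysis inhibition, versus mean bacterial control, above a set limit; inconclusive = no clear call, values can overlap the other calls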;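 note: capsule biogenesis inhibitors block K1F phage lysis so surviving cells raise fluorescence; higher fluorescence means more inhibition of phage lysis; actives were called in the ten point dose series up to 300 µM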
Myeloid diff MLP – induction of myeloid progenitor differentiation, primary screen, cell-based, flow cytometry, MLPCN library. 360,000 compounds, 1% hits. AID 624256, 2012. ER-HoxA9 myeloid progenitors, lysozyme-GFP differentiation. calls only at 10 µM;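 active = normalized GFP-positive differentiation at or above the plate's own cutoff, the solvent-only control mean plus 3 SD; inconclusive = no clear call, values can overlap the other calls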;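 note: cells exposed to compound for four days before flow analysis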
Lipid droplet – inhibitors of hepatocyte lipid droplet formation, primary screen, imaging, high-throughput imaging, BODIPY stain. AML12 mouse hepatocytes, oleate lipid droplets. inhibition, % at 6.5 µM. 240,000 compounds, 0.4% hits. AID 1656, 2009;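 active = lipid droplet intensity inhibited by at least 50%, with more than 500 cells counted; inconclusive = wells with under 300 cells, treated as cytotoxic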
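Material – AML12 mouse liver cells · Also added – oleate loading, 100 µM · Compound dosing – 6.5 µM single-point dosing · Times – overnight treatment with compound plus oleate · Measured by – fluorescence imaging, 20x objective, two fields per well · Read-out – percent inhibition of filter-corrected integrated lipid droplet intensity per well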
WT yeast gro inh – growth inhibition of WT strain, primary screen, mitochondrial fusion inhibitor project, WT and mutant strains, chemical genetic. AID 1362, 2008. 190,000 compounds, 2.1% hits. inhibition, % at 10 µM. mitochondrial fusion phenotypic screen; in the data active = inhibition above about 58%; tested in S. cerevisiae
P. falciparum M1AAP – P. falciparum M1AAP inhibitors, biochemical, fluorogenic H-Leu-NHMec substrate, 1536-well (AID 1445) | recombinant M1AAP, H-Leu-NHMec fluorogenic kinetic assay; higher % means a stronger effect | one-dose inhibition, % at 30 µM; IC50 in µM for titrated hits | 220,000 compounds, 0.42% hits;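 active = primary inhibition above the hit cutoff, then over 50% inhibition at one or more dose response concentrations, cut at about 23% in these data, passing the limit was not always enough; inconclusive = conflicting primary data, or primary hits not chosen for dose response; inactive = low primary inhibition, or under 50% at every dose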;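 note: plate controls were DMSO full reaction for no effect and no enzyme background for full effect; strong numbers were not always called active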
TNAP activation fold – human TNAP enzyme activators, primary screen, biochemical, luminescent, no phosphate acceptor, uHTS (AID 1001); 200,000 compounds, 0.03% hits; activation fold at 20 µM, or EC50 in µM where a hit was titrated; Alkaline phosphatase, tissue-nonspecific isozyme (Homo sapiens); purified TNAP, luminescent activation assay, no phosphate acceptor; higher activation fold means a stronger effect; in the data active = activation fold from about 3, or a potency from the dose series; inactive = the rest, 99 in 100 with activation fold below about 1.6; note: many of its hits are not listed in these tables
WT yeast gro inh mutant strain – further read-out of WT yeast gro inh, marked with its call; inhibition, %; mitochondrial fusion phenotypic screen, mutant strain inhibition
Lipid droplet cells 6.5 µM – also measured in Lipid droplet; calls as there; cell count; measured here: cell count, cytotoxicity flag;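 cells counted across two imaged fields per well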
Myeloid diff MLP GFP+ MAC1+ % – also measured in Myeloid diff MLP; calls as there; GFP+ MAC1+ double positive, %; measured here: differentiation confirmed by MAC1 staining
* = called active by the depositor; i = inactive; ? = inconclusive; / = no result given; + = active, no number; [ ] = remark or other dose. Cut-off read from the data, not from the text of the source, unless noted: active = inhibition above about 50%; inactive = the rest.

SMILES	CSM14.1 death rescue	human PMI inhibition	PMI inhibition	UTI89 phage lysis	Myeloid diff MLP	Myeloid diff MLP GFP+ MAC1+ %	Lipid droplet	Lipid droplet cells 6.5 µM	WT yeast gro inh	WT yeast gro inh mutant strain	P. falciparum M1AAP	TNAP activation fold
CCc1nnc(NC(=O)CSc2nccn2-c2cc(C)cc(C)c2)s1	-1.0%	-1%	-4%	0.9%	i	4.3	/	/	2	-1	9%	1.2
Cc1ccc(NC(=S)Nc2c(C)n(C)n(-c3ccccc3)c2=O)cc1Cl	1.3%	15%	6%	-0.2%	i	1.4	-7	708	26	14	4%	1
O=C(O)C1CCCCC1C(=O)Nc1cccc(C(=O)N2CCCCC2)c1 (stereo unspecified)	-3.2%	15%	15%	0.7%	+	19*	-8	623	0	-33	9%	1.1
O=[N+]([O-])c1cccnc1N1CCN(c2ccc(F)cc2)CC1	/	13%	24%	0.3%	i	1.2	30	708	17	-1	5%	1
CCOC(=O)c1ccc(NC(=S)NCCC2=CCCCC2)cc1	-2.6%	2%	2%	-0.1%	i	0.3	2	662	14	-4	0%	1.1
Cc1cc(C(=O)N/N=C/c2cc(Br)cc(Br)c2OC(=O)c2cccc(F)c2)n[nH]1	1.4%	-9%	-3%	-1.4%	i	1.6	-21	621	18	6	10%	1.5
CCn1c(COc2ccc3c(c2)OCO3)nnc1SCC(=O)c1ccccc1	-3.7%	10%	2%	0.2%	i	1.5	-6	754	-4	-34	2%	1
S=c1[nH]nc(C2CCCCC2)n1/N=C/C=C/c1ccccc1	-2.1%	14%	16%	-0.9%	i	3.6	/	/	-12	4	5%	0.7
COC(=O)N/N=C(\C)c1ccc(-n2ccnc2)cc1	-0.7%	-11%	-4%	-0.8%	i	0.3	-8	702	-10	14	0%	1
COc1ccc(CC(=O)NCc2nnc(SCCOc3ccccc3)n2C)cc1	-2.3%	5%	5%	0.1%	i	0.7	8	690	4	6	-1%	1.1
COc1ccc(NC(=O)c2cc(-c3cccs3)on2)cc1OC	-1.7%	-3%	-4%	-0.6%	i	2.2	/	/	-5	4	4%	1.1
O=C1CC2c3ccccc3C1C1C(=O)N(Cc3ccccc3)C(=O)C21 (stereo unspecified)	-0.6%	5%	6%	0.9%	i	0.4	4	691	-1	-4	3%	1
O=C(COC(=O)COc1cccc(F)c1)NCCC1=CCCCC1	-0.5%	-8%	0%	-0.1%	i	0.3	-2	705	-2	-4	3%	1.1
O=C(c1ccc(F)cc1)N1CCC(n2nnc3ccccc32)CC1	2.4%	14%	8%	0.3%	i	0.3	4	720	-9	-6	2%	1
Cc1nnc(SCC(=O)N2CCc3ccccc32)n1-c1ccccc1	-0.3%	-3%	-7%	0.6%	i	0.3	-16	556	-11	-23	-1%	1
C/C(=N\NC(=O)c1ccc(CSc2nc(C)cc(C)n2)cc1)C1CCCCC1	-1.8%	2%	7%	1.1%[50 µM]	+	1.3*	-33	689	-2	-15	1%	1.2
O=C(NCc1ccccc1)C1CC(=O)N(C2CCCCCC2)C1 (stereo unspecified)	-1.7%	-2%	3%	0.9%	i	0.6	12	739	-7	2	8%	1.1
COC(=O)Cn1cnc2c(C#N)c3n(c2c1=O)CCCC3	1.5%	11%	10%	-2.5%	i	8.0	8	785	10	17	-3%	1.1
CC(C)(C)C(=O)N=C1SC2CS(=O)(=O)CC2N1c1ccc2c(c1)OCO2 (stereo unspecified)	/	8%	6%	0.0%	i	0.7	-19	646	1	14	3%	1
CN(CC(=O)Nc1ccc(C#N)cc1)Cc1ccc(Cl)c(Cl)c1	0.4%	6%	2%	3.0%	i	0.0	/	/	-3	1	3%	1.1
CCOC(=O)c1c(-c2ccc(C)o2)csc1NC(=O)COC(=O)c1cccs1	-0.7%	14%	17%	-1.2%	i	0.9	-13	750	-7	-6	-1%	1.1
CCCCC(=O)NCc1ccc(Cl)cc1	-1.2%	-2%	-1%	3.7%	i	0.9	0	562	17	8	-7%	1.2
CNc1nc(Nc2ccc(C)c(Cl)c2)nc(N)c1[N+](=O)[O-]	-1.8%	8%	15%	1.4%	i	0.0	-5	586	-8	3	12%	0.9
O=C(Nc1ccccc1O)c1ccc(NS(=O)(=O)c2cccc3cccnc23)cc1	-0.5%	11%	7%	-8.2%	i	18	-6	668	-11	3	2%	1.1
Cc1nn(C)c(C(=O)N2CCc3ccccc32)c1Br	0.4%	-1%	11%	2.3%	i	0.8	-28	662	-11	-9	1%	1.1
Cc1cc(C)c2c(N)c(C(=O)C(C)(C)C)sc2n1	1.5%	-16%	-22%	0.1%	i	0.5	-2	692	6	5	1%	1.6
COc1ccc(NC(=O)c2cnc3n(c2=O)CCS3)cc1OC	2.0%	-8%	-3%	-4.8%	i	4.5	-2	681	8	5	8%	1.1
Cn1c(Cc2csc(N)n2)nnc1SCC(=O)NCc1ccccc1	/	12%	6%	2.2%	i	3.0	3	713	15	14	-5%	1.1
COc1ccc(C2NC(=O)C(C#N)=C(S)N2c2ccc(C)cc2)cc1OC (stereo unspecified)	4.5%	8%	2%	-0.4%	i	0.7	-11	688	8	0	0%	1
Cc1cc(S(=O)(=O)NCC(c2ccccc2)c2ccccc2)ccc1-n1cnnn1	0.5%	1%	-8%	-1.3%	i	10	-5	714	17	-1	8%	0.9
O=C(O)CCCCNS(=O)(=O)c1ccc(Cl)c(C(F)(F)F)c1	-0.3%	12%	12%	-0.4%	i	3.8	/	/	/	/	0%	1.1
COC(=O)CCC(=O)NNC(=O)Cc1ccccc1	-0.7%	3%	1%	0.3%	i	0.1	5	746	1	-13	1%	1.1
COc1ccc(/C=C/CN2CCCC(CO)(Cc3cccc(Cl)c3)C2)cc1 (stereo unspecified)	-3.1%	17%	11%	-0.1%[50 µM]	i	0.6	2	674	42	36	/	1
COC(=O)C1=CN(C2CCCCC2)C=C(C(=O)OC)C1c1ccc2c(c1)OCO2	6.6%	16%	12%	-0.2%	i	0.1	-16	695	13	-3	/	1.1
O=C(CCc1n[nH]c(=O)[nH]c1=O)Nc1cccc([N+](=O)[O-])c1	-1.9%	-21%	-3%	0.3%	i	0.2	4	697	0	-6	-3%	1
O=C(COC(=O)c1cccc(S(=O)(=O)N2CCc3ccccc32)c1)Nc1ncc(Cl)cc1Cl	1.1%	-5%	-2%	4.5%	i	0.4	-3	580	12	-14	1%	1.1
C=CCNC(=O)CC(=O)N/N=C/c1ccccc1F	2.6%	2%	0%	1.9%	i	1.1	/	/	3	13	8%	1.1
Clc1ccc(CN2CCC(Cc3ccccc3)CC2)cc1	-4.8%	11%	-6%	10%	i	0.5	-11	686	32	43	6%	1.1
CCOc1ccc(CC2c3cc(OCC)c(OCC)cc3CCN2C(=O)c2cc(OC)c(OC)c(OC)c2)cc1OCC (stereo unspecified)	1.3%	-5%	-9%	-0.4%	i	1.0	/	/	13	-2	-4%	1
O=C(Nc1ccccc1Cl)N1CCCN(c2nc(-c3ccccc3)ns2)CC1	/	/	/	0.0%	i	1.0	12	682	/	/	0%	/
COc1ccnc(Nc2ccc(C)c(C)c2)c1C#N	-0.6%	24%	23%	-0.1%	i	0.5	0	704	2	0	1%	1
COc1cccc(C2=NN(C(=O)CCCC(=O)O)C(c3cccs3)C2)c1 (stereo unspecified)	/	/	/	0.1%	i	0.4	-8	757	/	/	2%	/
COc1ccc(CCNc2oc(-c3cccc4ccccc34)nc2P(=O)(OC)OC)cc1OC	2.1%	10%	6%	-0.7%	i	0.7	7	640	-9	-14	?	1.1
CCN(CC(=O)NCc1cccs1)S(=O)(=O)c1ccc([N+](=O)[O-])cc1	0.7%	-10%	-8%	0.3%	i	0.3	1	624	-1	5	5%	1.1
COc1ccc(OC)c(C(c2nnnn2C2CCCC2)N2CCN(c3ccccc3F)CC2)c1 (stereo unspecified)	5.7%	7%	-5%	0.7%	i	2.0	/	/	37	9	12%	1.1
O=C(CCN1C(=O)c2ccccc2C1=O)Nc1cccnc1	-0.6%	1%	4%	-2.3%	i	1.4	-2	752	-11	0	0%	1.1
COc1ccc(OC)c(NC(=O)CS(=O)(=O)c2ccccc2)c1	-1.4%	9%	9%	8.2%	i	5.2	-5	738	-18	3	3%	1.1
CC1(C)CC2(C)Nc3ccccc3N2C(=S)N1 (stereo unspecified)	-0.7%	-6%	-4%	1.5%	i	2.6	-3	765	-4	-21	-2%	1.1
O=C(NCc1ccc2c(c1)OCO2)C1CC(=O)N(CCc2ccccc2)C1 (stereo unspecified)	-1.2%	5%	2%	5.6%	i	1.4	/	/	7	5	0%	1.1
C=CCn1c(CNc2ccccc2)nnc1SCC(=O)N/N=C/c1ccc(O)cc1O	-0.9%	-7%	-6%	0.0%	i	0.6	/	/	1	-1	?	1.1
CC(C)CCn1cnc2c(sc3nc4c(cc32)CSC(C)(C)C4)c1=O	-1.4%	1%	-8%	0.9%[50 µM]	i	0.8	-43	528	-5	-9	14%	1.1
CCCOc1cccc(C(=O)N(Cc2cccs2)C2CCS(=O)(=O)C2)c1 (stereo unspecified)	0.1%	3%	6%	1.3%	i	0.8	/	/	-12	-1	0%	1.1
CCOC(=O)N1CCC(NC(=O)c2cnn3ccccc23)CC1	-1.3%	6%	12%	-0.5%	i	2.3	23	646	5	1	5%	1.1

Gathered by group: the entries above with a COOH group (three)
SMILES	CSM14.1 death rescue	human PMI inhibition	PMI inhibition	UTI89 phage lysis	Myeloid diff MLP	Myeloid diff MLP GFP+ MAC1+ %	Lipid droplet	Lipid droplet cells 6.5 µM	WT yeast gro inh	WT yeast gro inh mutant strain	P. falciparum M1AAP	TNAP activation fold
O=C(O)C1CCCCC1C(=O)Nc1cccc(C(=O)N2CCCCC2)c1 (stereo unspecified)	-3.2%	15%	15%	0.7%	+	19*	-8	623	0	-33	9%	1.1
O=C(O)CCCCNS(=O)(=O)c1ccc(Cl)c(C(F)(F)F)c1	-0.3%	12%	12%	-0.4%	i	3.8	/	/	/	/	0%	1.1
COc1cccc(C2=NN(C(=O)CCCC(=O)O)C(c3cccs3)C2)c1 (stereo unspecified)	/	/	/	0.1%	i	0.4	-8	757	/	/	2%	/

Screens from PubChem BioAssay.
